Screens: PubChem BioAssay, Sanford-Burnham Center for Chemical Genomics
H9c2 TAG inh: reduces triacylglycerol accumulation in H9c2 cells; Nile Red lipid (TAG) fluorescence; cells loaded with 200 µM oleic acid; inhibition, % at 12.5 µM; 230,000 compounds, 0.66% hits; AID 651582;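 active = pattern-corrected inhibition of lipid staining of at least 50% with the nuclear-stain viability signal not falling by more than 50%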;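 note: 0% = DMSO wells and 100% = triacsin C control wells; some results filed as inactive read as strong as hits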
H9c2 TAG inh DAPI viability: recorded beside H9c2 TAG inh, whose call it bears; DAPI nuclei signal change (viability), lower = more cytotoxic, %;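 whole-well DAPI fluorescence read on a plate reader as a viability signal; minus 50 percent equals half of cells still viable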
The depositor's hits bear a star; i = inactive. Some of the compounds tested; count on the stated rates, not on these rows.

A first look:
SMILES	H9c2 TAG inh	H9c2 TAG inh DAPI viability
C=CCNC(=O)CN(c1ccc(F)cc1)S(=O)(=O)c1ccc(OC)cc1	4	-3
Cc1cccc2c(N=NC(=O)c3ccc(NS(=O)(=O)c4cccs4)cc3)c(O)[nH]c12	10	-2

Main list, from the first entry:
SMILES	H9c2 TAG inh	H9c2 TAG inh DAPI viability
C=CCNC(=O)CN(c1ccc(F)cc1)S(=O)(=O)c1ccc(OC)cc1	4	-3
Cc1cccc2c(N=NC(=O)c3ccc(NS(=O)(=O)c4cccs4)cc3)c(O)[nH]c12	10	-2
CCOC(=O)CNc1nc(Cl)nc(NC(C)(C)C)n1	-9	2
COc1ccc(NC(=O)Nc2ccc3c(c2)CCC3)c(OC)c1	6	8
COC(=O)C(C)n1cnc2c(nnn2-c2ccccc2)c1=O (stereo unspecified)	9	-3
CC(C)CCN1CCN(Cc2ccc(N3CCNC3=O)cc2)CC1CCO (stereo unspecified)	5	1
COC(=O)c1ccccc1-c1ccc(C(c2c(C)[nH][nH]c2=O)c2c(C)[nH][nH]c2=O)o1	3	5
CNc1nc(N/N=C/c2cc3c(cc2[N+](=O)[O-])OCO3)nc(Nc2ccccc2)n1	22	13
CSCCC(NC(=O)COc1ccccc1)C(=O)NCCOc1ccccc1 (stereo unspecified)	1	3
CC(C)N(CCNC(=O)c1ccc(NC2=NC3CS(=O)(=O)CC3S2)cc1)Cc1ccco1 (stereo unspecified)	-10	4
COc1cc(SC)ccc1C(=O)Nc1cccc(C)n1	-2	2
COc1ccc(N2C(=O)CS/C2=N\C(=S)Nc2ccccc2)cc1	-5	3
C/C(=N\NC(=O)c1cc(C(C)C)[nH]n1)c1ccco1	-6	2
N#Cc1ccccc1NC(=O)CSc1nnc(-c2ccc(F)cc2)n1-c1ccccc1	-28	-4
COc1cc(OC)cc(C(=O)NC(=S)Nc2nnn(C)n2)c1	1	-7
COc1cccc(CN(C)C(=O)c2cc(S(=O)(=O)NCc3ccccc3)ccc2C)c1OC	-3	-7
COCCn1nnnc1C(CC(C)C)N1CCN(c2cccc(OC)c2)CC1 (stereo unspecified)	8	-5
COCCn1c(-c2ccc(-c3ccccc3Cl)o2)nc2c1c(=O)[nH]c(=O)n2CC(C)C	8	i
Cc1cc(C)nc(SCc2ccc(C(=O)NN=C3CCCC3)cc2)n1	0	22
CS(=O)(=O)N(CC(=O)NCc1ccc2c(c1)OCO2)C1CCCCC1	3	-4
COc1ccc2c(c1)[nH]c1c(=O)n(CCN(C)C)cnc12	12	1
CCOC(=O)[C@@H]1CSCCS(=O)(=O)N1	-8	0
COc1ccc(Br)c(C=O)c1OS(=O)(=O)c1ccc(C)cc1	-13	-4
Cc1ccc(NC(=O)Cn2nc(C)c([N+](=O)[O-])c2C)cc1Cl	-11	9
CCOc1ccc(OCCC(=O)OCC(=O)Nc2ccc3c(c2)OCO3)cc1	3	9
O=C(Nc1ccccc1-c1ccccc1)c1ccc(NC(=O)c2ccco2)cc1	3	4
COc1ccc(CC(NC(=O)c2ccccc2)C(=O)NCC(=O)O)cc1 (stereo unspecified)	4	-8
Cc1ccc([N+](=O)[O-])cc1N(CC(=O)N1CCCCC1)S(C)(=O)=O	-9	2
C/C(=C/c1ccccc1)C(=O)N1CCC(C)CC1	1	9
O=C(CC(Nc1cccc(Cl)c1Cl)C(=O)O)c1ccccc1 (stereo unspecified)	7	-19

A draw from above in order of count of non-hydrogen atoms, smallest number first:
SMILES	H9c2 TAG inh	H9c2 TAG inh DAPI viability
CCOC(=O)[C@@H]1CSCCS(=O)(=O)N1	-8	0
COc1ccc(Br)c(C=O)c1OS(=O)(=O)c1ccc(C)cc1	-13	-4
Cc1ccc([N+](=O)[O-])cc1N(CC(=O)N1CCCCC1)S(C)(=O)=O	-9	2
O=C(Nc1ccccc1-c1ccccc1)c1ccc(NC(=O)c2ccco2)cc1	3	4

The list goes on.
SMILES	H9c2 TAG inh	H9c2 TAG inh DAPI viability
CC1CCN(C(=O)c2ccc(NC3=C(Cl)C(=O)N(Cc4ccccc4)C3=O)cc2)CC1	-38	-4
CC[n+]1c(S(=O)(=O)[O-])ccc2ccc(C)cc21	7	-9
CC(=O)Nc1ccc(NC(=O)CSc2ccc(-c3ccc(-n4ccnc4)cc3)nn2)cc1	-7	2
CSc1nc(Oc2ccc3ccccc3c2)c2sccc2n1	-77	-6
Cc1cc(=O)oc2c(CN3CCCCC3)c(O)c(Cl)cc12	12	20
CC1(NC(=O)Cc2csc(-c3ccc(Cl)cc3)n2)CCS(=O)(=O)C1 (stereo unspecified)	1	2
CC1CCCCN1Cc1nc2c(c(=O)n(C)c(=O)n2C)n1Cc1c(F)cccc1Cl (stereo unspecified)	-15	1
CC(=O)c1ccc(S(=O)(=O)Nc2ccc3c(c2)OCO3)cc1	-3	-7
CC(=O)c1ccn(S(=O)(=O)c2ccc(Cl)cc2)c1	-8	8
Cc1cccc(N(Cc2cc(=O)[nH]c3ccccc23)C(=O)C(C)C)c1	2	-3
Cc1ccc(OCC(O)CN2C(=O)NC(C)(C)C2=O)cc1 (stereo unspecified)	-3	-6
CC(=O)OC[C@@H]1CN(Cc2ccccc2)C[C@H](n2cnc3c(NCc4ccco4)ncnc32)O1	14	-5
Cc1nc(SCC(=O)Nc2ccc(N3CCOCC3)cc2)nc(C)c1C	-22	14
CCOC(=O)c1c(NC(=O)CSc2nnnn2-c2ccccc2)sc2c1CC(C)(C)NC2(C)C	26	-7
COCCCn1c(=O)/c(=C\c2ccccc2OC(F)F)s/c1=C(/C#N)C(=O)NCCOC	3	2
COc1ccc(CCNC(=O)CCS(=O)(=O)c2ccc(Br)cc2)cc1OC	-5	12
Clc1ccc(-c2nc(-c3cc4cc(Cl)ccc4o3)cs2)cc1	-11	3
CCCCNC(=O)CC1N=C2c3ccccc3N=C(SCC(=O)Nc3ccccc3OC)N2C1=O (stereo unspecified)	-3	-6
O=C(COC(=O)c1cccc(-n2cnnn2)c1)c1ccc(Br)cc1	-9	3
Fc1ccc(-n2c(CN3CCCCC3)n[nH]c2=S)cc1	-1	-2
Cc1ccc(NCC(=O)Nc2cccc(F)c2)cc1S(=O)(=O)N1CCCCCC1	-18	6
Cn1cc(C=O)c2ccccc21	26	0
Cc1[nH]c2ccccc2c1C(=O)C(C)OC(=O)c1ccc([N+](=O)[O-])o1 (stereo unspecified)	81	-77
COc1cccc(CNc2nc3ccc(C)cc3n3cnnc23)c1	-11	-5
COc1cc(OC)c(OC)cc1CNC(=O)c1cc(S(=O)(=O)N2CCOCC2)ccc1F	-3	-1
NC(=S)NN=Cc1nccc2c(C(F)(F)C(F)(F)C(F)(F)F)cccc12	74*	-32*
Cn1nc(C(=O)Nc2ccc(Cl)c(S(=O)(=O)N3CCOCC3)c2)c2ccccc2c1=O	14	0
O=C1/C(=C/c2cccs2)SC(=S)N1c1ccccc1	-12	5
COc1cc(-c2noc(C)c2C#Cc2ccc(N)cc2)cc(OC)c1OC	57*	-32*
CC(C(=O)NCCc1ccccc1)N1c2cccc3cccc(c23)S1(=O)=O (stereo unspecified)	-8	5
COc1ccccc1CN(CC(=O)NCc1ccco1)C(=O)CNS(=O)(=O)c1ccc(C)cc1	-10	-4
O=C(Nc1ccc(-c2noc(-c3cccs3)n2)cc1)c1cccnc1	0	9
Cn1nnnc1SCC(=O)Nc1c(Cl)cccc1Cl	16	-8
Cc1ccccc1CC1(CO)CCCN(C(=O)Cc2c(F)ccc(F)c2F)C1 (stereo unspecified)	-15	-8
CCc1cc(-c2cnnn2Cc2ccc3ccccc3c2)ccc1-c1cn(CC(C)C)nn1	-21	-2
CC(C)c1ccc(OCc2nc(-c3ccccn3)no2)c(Br)c1	-5	-10
CCCNC(=O)c1cc(C2CCCCN2C(=O)OCCF)on1 (stereo unspecified)	-11	2
O=C(NC1CCCCCC1)C1CCN(S(=O)(=O)c2cccc3cccnc23)CC1	12	-12
COc1ccc(C(=O)N2CCC2(C)C(=O)NC(C)C)c(OC)c1 (stereo unspecified)	-3	8
O=[N+]([O-])c1cc(/C=N/N2CCCCC2)ccc1Cl	-40	1
O=C(CC1SC(N2CCCC2)=NC1=O)Nc1ccc(C(=O)NCCOc2ccccc2F)cc1 (stereo unspecified)	3	1
COc1ccccc1C(=O)NCC(=O)NCC1(N2CCCCC2)CCCCC1	3	-4
Cc1ccc(NC(=S)Nc2cc(C)on2)cc1	-1	1
Cc1ccc(-c2csc(=Nc3cccnc3)n2CCCN2CCCC2=O)cc1C	-4	14
C[C@H](CO)N1C[C@H](C)[C@@H](CN(C)C(=O)Nc2ccc3c(c2)OCO3)Oc2ccc(NS(=O)(=O)c3cn(C)cn3)cc2C1=O	-6	10
COc1ccc2ccccc2c1CNCCCN1CCOCC1	0	10
COc1ccc(C(=O)N[C@H](C(=O)Nc2cccc(S(=O)(=O)N3CCOCC3)c2)C(C)C)cc1	26	-13
Nc1nnc(Cc2cccc(Br)c2)s1	-6	8
CCc1sc(C(=O)Nc2ccc3c(c2)OCCO3)cc1Br	-10	2
c1ccc(COc2ccc(OCCCN3CCCCC3)cc2)cc1	20	-3

Later entries
SMILES	H9c2 TAG inh	H9c2 TAG inh DAPI viability
NS(=O)(=O)c1ccc(N/N=C/c2ccc3c(c2)OCO3)c([N+](=O)[O-])c1	13	3
COC(=O)c1sccc1-c1ccc(C(=O)Nc2cccc(Cl)c2)o1	3	-3
O=C(NNC(=O)c1ccccc1F)c1ccc(NS(=O)(=O)c2ccc(F)cc2)cc1	9	4
CC12CCC3c4ccc(O)cc4CCC3C1CC(O)C2O (stereo unspecified)	17	-4
CN(C(=O)CC1C(=O)NCCN1Cc1cccc(F)c1F)C1CC(C)(C)NC(C)(C)C1 (stereo unspecified)	11	9
O=C(NCCc1cccc(Cl)c1)c1cccc(-n2cnnn2)c1	4	-2
CCOc1ccccc1C(=O)NCC(=O)NNC(=O)CN(C)S(=O)(=O)c1ccc(Cl)cc1	14	1
Cc1cc(N2CCN(C3CCCCC3)CC2)nc2cccc(O)c12	12	3
CSc1nnc(CNS(=O)(=O)c2ccc(Cl)cc2)n1C	5	-5
COc1ccc(Cn2ccnc2SCC(=O)Nc2ccccc2OC)cc1	9	10

Reprinted at random: 6 records from the list
SMILES	H9c2 TAG inh	H9c2 TAG inh DAPI viability
COc1ccccc1C(=O)NCC(=O)NCC1(N2CCCCC2)CCCCC1	3	-4
CC(C(=O)NCCc1ccccc1)N1c2cccc3cccc(c23)S1(=O)=O (stereo unspecified)	-8	5
Clc1ccc(-c2nc(-c3cc4cc(Cl)ccc4o3)cs2)cc1	-11	3
CSc1nnc(CNS(=O)(=O)c2ccc(Cl)cc2)n1C	5	-5
O=[N+]([O-])c1cc(/C=N/N2CCCCC2)ccc1Cl	-40	1
Cc1ccc(-c2csc(=Nc3cccnc3)n2CCCN2CCCC2=O)cc1C	-4	14

Other structures:
SMILES	H9c2 TAG inh	H9c2 TAG inh DAPI viability
CCc1cc(C(=O)Nc2cc(S(=O)(=O)N(C)C)ccc2C)sc1C	23	9
CCCCn1c(N)c(N(CC(C)C)C(=O)C2CCCN(C(=O)c3ccc(Cl)cc3)C2)c(=O)[nH]c1=O (stereo unspecified)	-1	0
C=COCCNC(=S)Nc1cccc(Cl)c1	-13	-1
CCOCCCNC(=S)N1CCN(CC)CC1	2	-2
COc1ccc(S(=O)(=O)N2CCCC(C(=O)NC3CC3)C2)cc1OC (stereo unspecified)	-18	0
O=c1c2cc(NC(=S)NC3CCCCC3)ccc2nc2n1CCCCC2	6	16
Cc1cccc(N2CCN(C(=S)c3ccccc3)CC2)c1	-3	-8
Cc1ccc(C)c(S(=O)(=O)N2CCN(C(=O)CCNS(=O)(=O)c3ccc(C)c(C)c3)CC2)c1	-35	-15
C=CCn1c(N)c(C(=O)Nc2ccccc2)c2nc3ccccc3nc21	78*	19*
COc1ccc(C(=O)NNC2=NC(C)(C)Cc3cc(C)c(C)cc32)cc1	-23	1
Cc1cccc(CNC(=O)c2sc(=O)n(Cc3ccccc3C)c2C)c1	1	-6
CC(=O)c1cccc(OCCCOc2cccc3cccnc23)c1	-11	3
COc1cccc(CNC(=O)CSc2ccc(-c3cccs3)nn2)c1	0	12
Cc1c(NC(=O)COC(=O)C23CC4CC(CC(Br)(C4)C2)C3)c(=O)n(-c2ccccc2)n1C	-7	5
O=C(c1ccccc1F)N(Cc1cccnc1)Cc1cc2cc3c(cc2[nH]c1=O)OCCO3	10	3
CSC1=NCCN1S(=O)(=O)c1ccc2ccccc2c1	-9	10
CCCNC(=O)N1CCN(S(=O)(=O)c2ccc3c(c2)OCCO3)CC1	8	-9
CCCCOC(=O)Cn1c(-c2ccccc2)nc2ccccc2c1=O	6	4
COc1ccc(C)cc1CN(C)c1ccc(S(=O)(=O)N2CCN(C)CC2)cn1	-7	9
Cc1cc(-c2ccccc2)nc(SC(C(=O)O)c2ccccc2)n1 (stereo unspecified)	-7	0
CCN(CCn1cccn1)C(=O)CC1C(=O)NCCN1CCc1ccccc1 (stereo unspecified)	-15	3
CCN(C(=O)COC(=O)CNC(=O)c1ccc2ccccc2c1)c1c(N)n(Cc2ccccc2)c(=O)[nH]c1=O	8	6
O=C1O/C(=C/C(=O)N2CCOCC2)c2ccccc21	22	-1

Compound profiles, as listed above. Order of screens: H9c2 TAG inh | H9c2 TAG inh DAPI viability
CCN(C(=O)COC(=O)CNC(=O)c1ccc2ccccc2c1)c1c(N)n(Cc2ccccc2)c(=O)[nH]c1=O is listed with 8 | 6
CCCCOC(=O)Cn1c(-c2ccccc2)nc2ccccc2c1=O is listed with 6 | 4
